ssDAF12 agonist = S. stercoralis DAF-12 nuclear receptor activators, primary screen, cell-based, luminescence, HEK293, GRIP1 co-expression, lit1-tk-luc; AID 652126, 2013; Nuclear hormone receptor DAF-12 (Strongyloides stercoralis); 370,000 compounds, 1% hits; HEK293 ssDAF-12/GRIP1 lit1-tk-luc reporter; % of 3 µM dafachronic acid response; activation, % at 6.8 µM;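 active = activation above the mean over all tested compounds plus 3 SD, cut at about 0.9% in these data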;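 note: 0% = DMSO-only wells and 100% = 3 µM delta7-dafachronic acid wells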
hcDAF-12 act = H. contortus DAF-12 nuclear receptor activators, primary screen, cell-based, luminescence, HEK293, lit1-tk-luc reporter. activation, % at 6.8 µM. 370,000 compounds, 1.4% hits. HEK293 hcDAF-12 lit1-tk-luc reporter; 0% DMSO, 100% Δ7-dafachronic acid. AID 652067, 2013;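 active = activation above the mean of all tested compounds plus 3 SD, cut at about 5.5% in these data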;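 note: 100% = response to 3 µM Δ7-dafachronic acid high control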
DAX1 inh-1 = DAX1 (NR0B1) inhibitors on StAR promoter, primary screen, cell-based, luminescence, SF-1 (NR5A1), full-length DAX-1; HEK293T StAR-luciferase reporter, SF-1/DAX-1 repression relief; inhibition, % at 6.8 µM; AID 652010, 2013; 370,000 compounds, 1.1% hits;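 active = inhibition above the mean over all tested compounds plus 3 SD, cut at about 3.6% in these data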;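 note: 0% = DAX-1 cells with DMSO and 100% = cells lacking DAX-1 with DMSO; higher inhibition means more luminescence from relief of DAX-1 repression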
sPLA2-III inh = human group III sPLA2 inhibitors, primary screen, biochemical, QFRET, BODIPY PC-A2 liposome substrate | 370,000 compounds, 0.56% hits | QFRET BODIPY PC-A2 liposome hydrolysis, fluorescence | Group 3 secretory phospholipase A2 (Homo sapiens), Q9NZ20 | inhibition, % at 12.2 µM;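 active = inhibition above mean plus 3 SD of compounds lying within the high and low control bounds, cut at about 19% in these data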;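 note: 0% = median of test compound wells and 100% = no enzyme DMSO wells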
Target sequence (Q9NZ20 whole entry, looked up): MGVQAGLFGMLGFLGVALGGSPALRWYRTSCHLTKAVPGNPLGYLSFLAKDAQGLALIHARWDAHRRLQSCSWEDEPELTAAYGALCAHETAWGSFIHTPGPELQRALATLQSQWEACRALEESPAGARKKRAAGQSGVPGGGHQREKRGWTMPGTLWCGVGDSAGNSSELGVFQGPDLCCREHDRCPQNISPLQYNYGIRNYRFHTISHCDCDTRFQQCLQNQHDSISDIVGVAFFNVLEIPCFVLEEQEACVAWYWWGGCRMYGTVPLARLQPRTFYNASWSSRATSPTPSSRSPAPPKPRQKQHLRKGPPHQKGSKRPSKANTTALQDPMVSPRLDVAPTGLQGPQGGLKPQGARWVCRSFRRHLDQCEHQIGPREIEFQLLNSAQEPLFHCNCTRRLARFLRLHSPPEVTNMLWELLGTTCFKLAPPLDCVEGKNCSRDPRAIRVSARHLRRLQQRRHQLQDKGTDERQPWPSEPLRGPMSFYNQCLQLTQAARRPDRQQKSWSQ
hgDAF12 agonist = H. glycines DAF-12 receptor agonists, primary screen, cell-based, luminescence, HEK293, GAL4 fusion, UAS-luciferase | 370,000 compounds, 1.8% hits | HEK293 GAL4-hgDAF12 UAS-luciferase reporter, agonist luminescence; normalized to butyrate control | Nuclear hormone receptor DAF-12 (Heterodera glycines), GAL4 fusion | AID 687014, 2013 | activation, % at 6.8 µM;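 active = activation above a cutoff set at the mean of all screened compounds plus 3 SD, cut at about 10% in these data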;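 note: 0% = DMSO wells and 100% = sodium butyrate wells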
GC-A act = GC-A stimulated cGMP production enhancers – HEK293 GC-A cells, cGMP TR-FRET, EC30 ANP, primary screen | Atrial natriuretic peptide receptor 1 (Homo sapiens), P16066 | 0% at EC30 ANP, 100% saturating ANP | activation, % at 10 µM | 370,000 compounds, 0.14% hits | AID 1671463, 2021; in the data active = activation above about 40%
KLK7 zymogen act = proKLK7 zymogen activators, primary screen, biochemical, fluorescence intensity; activation, % at 7 µM; purified proKLK7, EDANS-DABCYL substrate fluorescence; 100% is mature enzyme control, 0% vehicle; AID 652039, 2013; 370,000 compounds, 0.9% hits; Kallikrein-7 (Homo sapiens), P49862;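 active = activation above the mean of all tested compounds plus 3 SD, computed per campaign excluding outliers beyond control limits, cut at about 13% in these data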
Target sequence (P49862 whole entry, looked up): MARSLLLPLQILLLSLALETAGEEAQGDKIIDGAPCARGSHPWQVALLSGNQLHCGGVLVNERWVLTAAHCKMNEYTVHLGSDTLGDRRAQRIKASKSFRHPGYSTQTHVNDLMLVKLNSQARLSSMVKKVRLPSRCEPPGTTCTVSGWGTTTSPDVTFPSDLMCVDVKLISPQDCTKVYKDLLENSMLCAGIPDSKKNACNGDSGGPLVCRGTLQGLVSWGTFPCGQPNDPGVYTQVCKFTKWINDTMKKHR
GC-B act = human GC-B receptor activators, primary screen, HEK293 GC-B cells, cGMP TR-FRET, EC30 CNP | 370,000 compounds, 0.11% hits | activation, % at 10 µM | Atrial natriuretic peptide receptor 2 (Homo sapiens), P20594 | 0% at EC30 CNP, 100% saturating CNP;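 active = activation at 10 µM reaching about 35% in either raw or pattern-adjusted values, limit read from the data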
SMARCA2 act = SMARCA2 (BRM) function activators, primary screen, cell-based, luminescence, high throughput | MG213 cells, MMTV-luciferase reporter, dexamethasone, overnight | 370,000 compounds, 1% hits | activation, % at 9.1 µM | AID 652017, 2013; in the data active = activation above about 7.8%;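 note: 0% = vehicle wells and 100% = reference activator wells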
GAA850 FXN act = FXN promoter activators, primary screen, cell-based, luciferase luminescence, HEK293 lucGAA850; HEK293 lucGAA850 FXN promoter luciferase reporter, 24 h; percent of 10 µM SAHA response; activation, % at 6 µM; 360,000 compounds, 0.56% hits;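 active = activation above the average of all compounds screened plus 3 SD, cutoff fixed separately per campaign, cut at about 7.5% in these data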;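 note: 0% = DMSO wells and 100% = 10 µM SAHA wells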
DAX1 inh-2 = DAX1 (NR0B1) inhibitors, primary screen, cell-based, HEK293, Gal4-DAX1, luciferase luminescence; HEK293 Gal4-DAX1 luciferase reporter; AID 504766, 2011; 340,000 compounds, 0.99% hits; Nuclear receptor subfamily 0 group B member 1 (Homo sapiens), P51843; inhibition, % at 6.75 µM;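 active = inhibition above the mean over all tested compounds plus 3 SD, cut at about 4.2% in these data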;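 note: 0% = DAX1-transfected cells with DMSO and 100% = empty-vector control cells with DMSO; inhibition shows as a rise in luminescence from relieved DAX1 repression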
Target sequence (P51843 207-470 limits assumed): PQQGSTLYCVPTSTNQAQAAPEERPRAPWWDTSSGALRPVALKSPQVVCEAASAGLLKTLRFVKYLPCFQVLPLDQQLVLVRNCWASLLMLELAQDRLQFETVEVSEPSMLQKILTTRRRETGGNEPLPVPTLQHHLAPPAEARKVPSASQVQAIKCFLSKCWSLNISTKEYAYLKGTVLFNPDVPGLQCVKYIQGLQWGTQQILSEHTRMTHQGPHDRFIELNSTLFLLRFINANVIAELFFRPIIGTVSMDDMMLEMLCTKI
* = called active by the depositor; . = no result given.

SMILES	ssDAF12 agonist	hcDAF-12 act	DAX1 inh-1	sPLA2-III inh	hgDAF12 agonist	GC-A act	KLK7 zymogen act	GC-B act	SMARCA2 act	GAA850 FXN act	DAX1 inh-2
O=C(NC(=S)NC1CCS(=O)(=O)C1)c1cccs1 (stereo not given)	-1.1	-0.6	-1.1	3	-1.5	1	-0.3	1	-2	1.7	-0.1
C=C1CCN([C@@H](CC(C)C)C(=O)NCc2ccc(Cl)c(Cl)c2)S(=O)(=O)c2ccccc21	-1.4	-1.3	-0.3	-8	-2.3	-1	0.4	-5	0	3.3	-0.7
Cc1nc2ccc(C(=O)N3CCSCC3)cc2s1	-1.2	-1.3	0.4	-5	-1.0	-5	-0.1	1	2	3.6	-1.0
Cc1c(NC(=O)NCc2ccccc2)c(=O)n(-c2ccccc2)n1C	-0.8	-0.8	-0.3	1	-1.5	4	0.6	4	5	-1.5	0.1
O=C(Nc1ccc(F)cc1)C(c1cccc(F)c1)N1CCN(c2cccc(C(F)(F)F)n2)CC1 (stereo not given)	-1.0	-0.3	-1.1	-3	3.2	-1	-4.5	1	-7	.	.
CC(C)c1ccc2c(c1)c(SC(C)(C)C)c(CC(C)(C)C(=O)O)n2Cc1ccc(Cl)cc1	-1.4	-0.2	0.0	-3	-1.2	-9	-0.1	6	5	0.4	-0.8
COc1cc(OC)c(-c2c3cc(O)c(=O)cc-3oc3cc(O)c(O)cc23)cc1OC	-1.0	-2.2	-0.8	-66	-5.1	-1	4.0	-7	-3	-3.3	0.6
COC(OC)c1ccc(C#N)c(SCc2ccccc2)n1	-1.5	-1.5	0.3	-4	0.3	-6	0.0	-5	3	2.2	.
O=C(c1ccc(-c2nc3ccccc3s2)s1)N1CCOCC1	-1.9	-0.2	2.0	-7	-4.3	12	-0.8	-1	4	.	.
CCC/C=C1/CCCOC(C(=O)NCc2ccc(C)o2)(C(F)(F)F)C1 (stereo not given)	-1.6	-0.3	-0.9	7	-0.3	-3	-0.5	1	0	1.6	-1.5
CN(Cc1ccccc1)C1CCN(Cc2ccccc2[N+](=O)[O-])CC1	-1.0	1.7	0.3	-4	0.0	-4	-0.1	-8	-3	2.3	2.0
COC(=O)C1=C(C)N(Cc2ccc(C(F)(F)F)cc2)C(=NCc2ccc(C(F)(F)F)cc2)NC1c1cccc(F)c1 (stereo not given)	-0.6	1.8	-0.1	0	0.8	-8	0.5	-5	-4	.	.
Cc1noc(C)c1S(=O)(=O)N1CCCC(C(=O)N2CCc3ccccc3C2)C1 (stereo not given)	-1.2	-0.5	-0.4	-1	-0.6	2	0.1	3	-2	-0.8	1.6
C/C(=N\NC(=O)c1ccc(N(C)C)cc1)c1ccc(C)cc1C	-0.3	4.5	0.2	2	2.8	-3	0.7	-4	-3	0.6	-0.3
O=C(COc1ccc(Cl)cc1Cl)Nc1ccc(CN2CCCCC2)cc1	-0.7	-0.2	0.2	-6	-1.4	8	0.4	1	-4	1.6	0.8
CCCCCC(=O)Nc1c(-c2ccc(OC)cc2)c(=O)c2ccccc2n1C	-1.2	-1.1	0.5	9	-2.6	-2	17*	4	2	-1.9	1.0
CN(C)c1ccc(Nc2nc(-c3cccnc3)cs2)cc1	1.3*	12*	2.5	12	18*	-1	1.4	-1	4	1.9	1.7
O=C(/C=C/c1ccccc1)Nc1cccc(C(=O)N2CCCC2)c1	-1.5	2.1	1.8	0	3.5	-1	0.1	0	-2	-1.0	-0.8
CN(C)C(=O)N1CCN(C(=O)[C@H]2O[C@@H](n3ccc(N)nc3=O)[C@H](O)[C@@H]2O)CC1	-1.4	0.0	0.4	-1	3.5	2	-0.4	-1	2	.	.
CCOc1ccc(/C=N/NC(=O)c2nnn(-c3nonc3N)c2-c2cccs2)cc1	-1.4	0.3	-1.0	-8	1.5	-1	80*	4	-2	2.9	-0.5

Next part, overlapping the part above by two compounds.
SMILES	ssDAF12 agonist	hcDAF-12 act	DAX1 inh-1	sPLA2-III inh	hgDAF12 agonist	GC-A act	KLK7 zymogen act	GC-B act	SMARCA2 act	GAA850 FXN act	DAX1 inh-2
CN(C)C(=O)N1CCN(C(=O)[C@H]2O[C@@H](n3ccc(N)nc3=O)[C@H](O)[C@@H]2O)CC1	-1.4	0.0	0.4	-1	3.5	2	-0.4	-1	2	.	.
CCOc1ccc(/C=N/NC(=O)c2nnn(-c3nonc3N)c2-c2cccs2)cc1	-1.4	0.3	-1.0	-8	1.5	-1	80*	4	-2	2.9	-0.5
Cc1ccc2nc(Nc3ccccc3)c(/C=N/O)c(=O)n2c1	-1.3	-1.7	-1.4	-3	-0.9	-10	0.6	-12	1	2.9	-0.2
COc1cccc(OC)c1C(=O)NNC(=O)c1cccnc1	-1.1	1.3	-0.4	0	-1.2	2	0.0	0	2	-1.2	.
CC1=CC(C)(C)NC(=S)N1c1ccc(Cl)cc1	-1.1	-1.5	-2.0	20*	-0.3	1	0.6	-2	1	-0.3	2.5
O=[N+]([O-])c1cc(-c2nc(-c3ccncc3)no2)cc([N+](=O)[O-])c1	-0.9	3.4	-1.4	-8	2.0	-3	-0.6	0	5	-1.2	1.3
O=C(O)c1ccc(CSc2nnc(-c3ccco3)o2)cc1	-0.3	0.3	-0.3	8	0.9	-2	-0.8	3	-2	1.1	3.2
CCN(CC)C(=O)Cn1cc(C(=O)C(=O)NCc2cccs2)c2ccccc21	-1.2	-0.8	0.2	-1	1.0	3	-1.4	6	0	-0.4	-0.8
c1cn(CC2(Cn3ccnc3)COC2)cn1	-1.1	-0.1	-0.6	8	1.8	3	-0.2	3	0	1.8	0.5
CSc1ccc(S(=O)(=O)N(C)Cc2ccccc2)cc1	-1.0	-0.6	0.8	-6	-1.1	-1	0.0	8	-1	0.2	-0.6
Fc1ccc(Nc2cccc3nccnc23)cc1	-1.1	0.3	0.4	14	4.0	1	-0.2	-4	0	4.9	0.1
C[C@H](CO)N1C[C@H](C)[C@@H](CN(C)C(=O)Nc2cccc3ccccc23)OCCCC[C@H](C)Oc2ccc(NS(=O)(=O)c3cn(C)cn3)cc2C1=O	-0.1	1.0	2.3	-10	-1.3	2	-1.8	1	-3	.	.
CC(C)(C)c1ccc(C(=O)Nc2cccc(S(=O)(=O)NC3=NCCC3)c2)cc1	-1.1	2.9	4.0*	-21	7.8	-2	0.2	3	4	2.3	0.1
Cc1ccc(NS(=O)(=O)c2cc(C(=O)NCc3ccccn3)ccc2Cl)cc1	-2.0	0.7	0.0	-9	-1.7	-3	0.5	4	-1	1.6	-0.7
O=C1N[C@@H](Cc2c[nH]c3ccccc23)COC(=O)[C@@H](Cc2ccc(F)cc2)CC/C=C/C[C@@H]1CC(=O)N(CCO)Cc1ccccc1	-1.6	-3.6	-2.9	-75	-1.1	-3	0.2	-2	-3	-3.6	-2.6
O=C(CSCC(=O)Nc1ccc2ccccc2c1)NCc1ccccc1	-0.8	0.4	-0.2	-12	4.8	.	0.1	.	-1	0.4	-0.7
CCc1ccc(S(=O)(=O)Nc2nnc(N)s2)cc1	-1.8	0.0	0.1	4	-1.3	-1	-0.4	11	1	2.6	1.1
Cc1nnc2c(NC(C)C)nc3ccccc3n12	-1.3	-1.7	0.7	4	-4.0	10	-0.3	6	-3	0.2	2.0
CC1(C(=O)NS(=O)(=O)Cc2cccc(Cl)c2)CCN1C(=O)Cc1cccs1 (stereo not given)	-0.5	-1.8	-0.1	-8	-1.0	-2	0.2	8	-6	0.4	.
CC(=O)N/N=C\c1cccc(OC/C=C/c2ccccc2)c1	-0.2	2.7	10*	-8	14*	0	-1.1	0	6	4.0	-1.6
CCc1cccc(C)c1NC(=O)CSc1nnc(Cc2csc(C)n2)o1	-0.8	-1.1	1.2	2	1.1	4	-0.1	5	-3	1.9	-0.1
COc1ccc(OCc2nc3ccc(S(=O)(=O)Nc4ccccc4Cl)cc3[nH]2)cc1	-1.6	-2.1	-0.2	-11	-3.6	-1	0.1	1	-2	0.5	-0.7
COc1cccc(C(C)NC(=O)c2c(F)cccc2Cl)c1 (stereo not given)	-1.9	1.0	-0.1	-2	0.9	-5	-1.4	6	-3	2.2	0.7
O=C(Nc1ccc(F)cc1)c1cccnc1Oc1ccccc1	-1.4	-1.6	-0.3	2	1.9	-2	-0.1	3	7	1.5	-0.5
C=CCNC(=O)Nc1ccc2c(c1)[C@]1(CC(=O)N(CC(C)C)C1c1ccccc1)C(=O)N2C (stereo not given in full)	-1.4	-2.3	-0.3	9	-0.5	-1	0.5	-8	-3	.	.
COc1ccc(CN2CCNC(=O)C2CC(=O)NCc2csc(C(C)C)n2)c(OC)c1 (stereo not given)	-0.2	0.0	0.4	-6	0.5	-2	-0.5	2	1	.	.
C[C@]12c3[nH]c4ccc(Cl)cc4c3CCN1C(=O)[C@@H](CC(=O)NCc1ccco1)C[C@@H]2C(=O)N1CCOCC1	-0.7	-2.4	-0.9	2	0.6	-5	0.1	-7	-2	-2.6	0.3
CCOC(=O)C1[C@H]2C(=O)N(CCCOC)C[C@]23C=C[C@H]1O3 (stereo not given in full)	-1.3	-1.6	-0.9	-4	-1.6	0	1.0	1	-2	0.2	-0.2
COc1ccc(CN(C)CC#Cc2ccccc2)c(OC)c1	-1.4	-0.5	-1.6	-1	0.9	0	-0.3	-1	-4	.	.
Cc1cccc(OCCNc2ncccc2[N+](=O)[O-])c1	-0.1	1.4	1.1	-4	8.7	3	1.3	0	1	3.5	1.1
CCc1nc2ccc(C(=O)N3CCN(C(=O)c4ccco4)CC3)cn2c1N(C)C(=O)C1CCCCC1	-0.4	-0.5	0.0	4	-0.2	3	-1.0	1	-6	-0.3	.
Clc1ccc(OCCCCSc2ncccn2)cc1	-1.8	-0.8	-0.5	-5	1.4	15	-0.1	2	0	0.9	1.3
Cc1ccc(C(=O)OCC(=O)NC2CCCC2)cc1C	-0.5	-1.6	0.0	2	0.3	1	0.2	-6	-2	1.1	-1.4
C=C(Cl)COC(=O)C1C2C=CC(C2)C1C(=O)O (stereo not given)	-1.1	-2.1	0.3	4	-1.7	2	-0.1	-1	0	1.3	0.3
O=C1CCN(C(=O)CSc2ccc(Cl)cc2)N1	-1.0	-0.5	-0.5	10	-0.8	1	-0.7	4	1	1.5	5.8*
CCCCOC(=O)Nc1nc(C)c(C(=O)OCC)s1	-0.4	0.8	-0.3	4	1.6	7	-0.1	-2	0	5.3	0.1
